Gli-Sufu antag – Gli-Sufu pathway antagonists, primary screen, luciferase luminescence, Sufu-KO-LIGHT cells, uHTS | Sufu-KO-LIGHT fibroblasts, Gli luciferase reporter luminescence | inhibition, % at 5 µM | 340,000 tested, 0.74% active;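 active means inhibition above about 55%, limit read from the data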;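 further: 0% = DMSO-treated cells and 100% = wells with medium but no cells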
CCR6 antag – CCR6 receptor antagonists, primary screen, cell-based, CHO-K1, luminescence, beta-arrestin, uHTS | C-C chemokine receptor type 6 (Homo sapiens), P51684 | CHO-K1 CCR6 PathHunter beta-arrestin, CCL20-stimulated | inhibition, % at 20 µM | 340,000 tested, 0.49% active | AID 493098, 2011;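 active means compounds whose inhibition of the agonist-driven luminescence signal at 20 µM reaches about 50%, limit read from the data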;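 further: cells stimulated with CCL20 at 14 nM final; plate controls were DMSO with CCL20 for no effect and DMSO without agonist for full effect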
A3G deaminase – APOBEC3G DNA deaminase inhibitors, primary screen, biochemical, fluorescence, single-stranded DNA substrate, uHTS | DNA dC->dU-editing enzyme APOBEC-3G (Homo sapiens), Q9HC16 | recombinant A3G, ssDNA deamination FAM/TAMRA fluorescence | inhibition, % at 20 µM | AID 493012, 2011 | 330,000 tested, 0.28% active;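 active means inhibition of at least 40% at 20 µM, with no more than 30% in the related APOBEC3A deaminase screen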;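 further: plate controls were DMSO wells with A3G for no effect and wells lacking A3G enzyme for full effect; some compounds called inactive have numbers as strong as hits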
CXCR6 block – CXCR6 receptor inhibitors, primary screen, cell-based, beta-arrestin, luminescence, CHO-K1 PathHunter, 1536-well; 360,000 tested, 0.36% active; inhibition, % at 20 µM; AID 602244, 2012; in the data active means inhibition above about 34%, passing the limit was not always enough;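 further: antagonist mode with CXCL16 agonist at 10 nM final; 0% = 10 nM CXCL16 with DMSO and 100% = unstimulated wells without agonist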
Target sequence (O00574 whole entry, looked up): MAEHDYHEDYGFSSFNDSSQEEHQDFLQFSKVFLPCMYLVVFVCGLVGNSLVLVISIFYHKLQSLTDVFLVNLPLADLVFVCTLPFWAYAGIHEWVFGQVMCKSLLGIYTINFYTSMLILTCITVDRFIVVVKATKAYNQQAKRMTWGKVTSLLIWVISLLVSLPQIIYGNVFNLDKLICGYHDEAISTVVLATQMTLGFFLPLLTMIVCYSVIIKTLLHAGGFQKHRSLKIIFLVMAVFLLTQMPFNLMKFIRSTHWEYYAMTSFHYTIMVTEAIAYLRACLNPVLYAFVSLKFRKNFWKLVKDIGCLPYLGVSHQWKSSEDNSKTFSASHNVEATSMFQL
NR3A LBD binder – binders of NR3A ligand-binding domain, primary screen, biophysical, differential scanning fluorimetry, uHTS; AID 1259313, 2017; 340,000 tested, 2.5% active; Tm shift relative to glycine control, % at 25 µM; NR3A LBD differential scanning fluorimetry, Tm shift; 0% = protein alone, 100% = glycine-bound protein; Glutamate receptor ionotropic, NMDA 3A (GRIN3A) ligand-binding domain;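 active means melting temperature shift of at least 10% of the positive control shift, at one fixed dose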
EBI2 antag – EBI2 receptor antagonists, beta-arrestin recruitment, primary screen, cell-based, luminescence, 7a,25-OHC stimulation, uHTS | inhibition, % at 5 µM | 7a,25-OHC stimulated | 360,000 tested, 0.81% active | G-protein coupled receptor 183 (Homo sapiens), P32249; in the data active means inhibition above about 38%;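 further: enzyme fragment complementation signal reports receptor beta-arrestin coupling in cells; 0% = agonist plus DMSO wells and 100% = wells without agonist; some results beyond the cut were filed as inactive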
Target sequence (P32249 whole entry, looked up, the tested form may be a part): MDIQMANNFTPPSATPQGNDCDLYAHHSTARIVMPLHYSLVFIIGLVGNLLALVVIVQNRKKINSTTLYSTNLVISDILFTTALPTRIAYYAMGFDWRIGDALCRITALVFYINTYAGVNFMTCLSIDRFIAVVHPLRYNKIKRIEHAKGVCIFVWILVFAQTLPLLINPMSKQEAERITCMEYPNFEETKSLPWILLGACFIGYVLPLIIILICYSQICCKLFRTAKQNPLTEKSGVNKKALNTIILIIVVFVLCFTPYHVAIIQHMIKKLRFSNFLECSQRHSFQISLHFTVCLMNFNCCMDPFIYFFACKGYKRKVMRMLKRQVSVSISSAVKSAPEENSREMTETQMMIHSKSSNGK
APOBEC3A inh – APOBEC3A ssDNA deaminase inhibitors, primary screen, selectivity assay for APOBEC3G inhibitor project, biochemical, FAM/TAMRA oligo cleavage fluorescence; DNA dC->dU-editing enzyme APOBEC-3A (Homo sapiens), P31941; recombinant A3A, FAM/TAMRA ssDNA deamination fluorescence; inhibition, % at 20 µM; 330,000 tested, 0.41% active; AID 493011, 2011;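 active means at least 40% inhibition at 20 µM here, with at most 30% in a related deaminase screen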;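 further: plate controls were A3A with DMSO for no effect and wells lacking A3A enzyme for full effect; some results filed as inactive read as strong as hits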
Target sequence (P31941 whole entry, looked up): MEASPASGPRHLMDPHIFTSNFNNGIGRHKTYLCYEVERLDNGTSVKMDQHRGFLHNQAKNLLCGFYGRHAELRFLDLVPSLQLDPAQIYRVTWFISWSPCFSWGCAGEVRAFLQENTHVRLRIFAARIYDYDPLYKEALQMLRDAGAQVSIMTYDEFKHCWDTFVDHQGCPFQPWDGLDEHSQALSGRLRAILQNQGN
MPTP inh – mitochondrial permeability transition pore inhibitors, primary screen, biochemical, isolated mouse mitochondria, absorbance; AID 602449, 2012; Ca2+ swelling absorbance, 30 min; 360,000 tested, 1.4% active; inhibition, % at 10 µM;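 active means inhibition of 50% or more, scaled per plate between neutral and stimulator controls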;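 further: 0% = DMSO wells given calcium and 100% = 1 mM EGTA wells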
An asterisk follows results filed as active; / = no result given. Outcome played no part in choosing rows, and some 5.8% of all compounds hit somewhere here.

SMILES | Gli-Sufu antag | CCR6 antag | A3G deaminase | CXCR6 block | NR3A LBD binder | EBI2 antag | APOBEC3A inh | MPTP inh
CCN1C(=O)c2ccccc2S(=O)c2ccc(C(=O)N3CCOCC3)cc21 (stereo not given) | -5.0 | -2.3 | -8.2 | -3.0 | -0.2 | 6.1 | -9.8 | -0.6
Cc1cc2nnn(-c3nnc(-c4ccccc4)c4ccccc34)c2cc1C | -1.2 | -1.3 | -1.9 | 11.9 | -6.8 | 7.6 | 0.6 | -0.9
CCn1nc(NS(=O)(=O)c2ccccc2[N+](=O)[O-])c2cc3ccc(C)cc3nc21 | -14.0 | 15.8 | 0.6 | 11.9 | -7.0 | -1.9 | -3.9 | -1.0
O=[N+]([O-])C1=CC=C2C(=NC3(CCCCC3)N2O)C1=NCCc1ccccc1 | 9.5 | 10.8 | -2.9 | 11.3 | 0.8 | 4.6 | 2.1 | 1.2
Cc1ccc(S(=O)(=O)N2CCN(C(=O)Cc3ccccc3)CC2)cc1 | 3.3 | -8.3 | -4.1 | -4.9 | 2.5 | 10.5 | 1.3 | -0.1
CN(CCC1CCOCC1)C(=O)CC1C(=O)NCCN1C/C=C/c1ccccc1 (stereo not given) | 12.3 | 6.7 | -3.4 | -0.6 | -1.0 | -12.1 | -1.3 | -0.8
CCO[C@@H]1OC(C(=O)O)=C[C@H](c2coc3ccccc3c2=O)[C@H]1CCCO | 22.4 | -1.3 | -5.0 | -2.7 | -0.5 | -1.0 | -1.7 | -1.4
COc1cc(C(=O)OCCN2CCCCC2)ccc1O | -7.2 | -29.5 | -4.5 | -7.7 | -0.8 | 1.8 | -6.2 | 1.5
COc1cccc(-c2nnc(-c3ccccc3NC(=O)c3ccc(C(C)(C)C)cc3)o2)c1 | 1.4 | 5.8 | -10.0 | -0.4 | -0.7 | 17.7 | -0.9 | 1.9
O=C(O)c1cc(-c2cc3ccccc3o2)nn1-c1ccccc1 | 1.2 | 1.6 | -4.2 | -5.1 | -0.9 | 7.7 | -2.2 | -0.8
CCN(Cc1nc(-c2cccc(C)c2)no1)C(=O)c1ccc2c(c1)OCO2 | -10.0 | -1.4 | -0.3 | 13.8 | -122.5 | -11.9 | -4.7 | -0.3
NC1=NC(=O)C2(COC(c3cccnc3)OC2)S1 (stereo not given) | 0.4 | -5.0 | -5.6 | 0.2 | -0.6 | 1.1 | -0.4 | -0.3
O=C(COC(=O)/C=C/c1ccco1)Nc1cc(S(=O)(=O)N2CCOCC2)ccc1Cl | -8.1 | 15.5 | -2.1 | 8.1 | 0.2 | -2.5 | 7.2 | -1.0
CCc1ccc(C(=O)NNC(=O)c2ccc3c(=O)n4c(nc3c2)CCC4)cc1 | -2.8 | 20.9 | -5.0 | 6.5 | -5.2 | -2.2 | -1.6 | -0.4
COc1ccc(CCN2CC(C(=O)N(C)Cc3ccc4nsnc4c3)CCC2=O)cc1 (stereo not given) | -4.8 | 19.4 | -5.2 | 0.1 | 0.5 | 37.0 | -1.4 | 1.4
CCN1CCN(S(=O)(=O)c2ccc(Cl)c(C(=O)N(C)CCOc3ccc(Cl)cc3)c2)CC1 | 30.5 | 3.7 | -1.1 | -8.3 | -0.4 | -2.2 | 0.7 | 0.4
Cc1cc2c(s1)c1cnn(Cc3ccccc3F)c(=O)c1n2C | 10.2 | 9.9 | 3.6 | -0.3 | 4.1 | 7.1 | 0.6 | 1.1
O=C(CSc1nc2ccccc2s1)N/N=C/c1ccccc1C(=O)O | -4.5 | 8.2 | -0.2 | 6.3 | -0.9 | 7.4 | 3.7 | 0.2
CCCNC(=O)c1onc(CS(=O)(=O)c2cccc(OC)c2)c1C(=O)NCCC | -8.1 | -4.7 | -5.4 | -3.8 | 0.5 | -0.9 | -1.4 | 1.0
OCCN(CCCn1c(C(F)(F)F)nc2ccccc21)c1nc(CN2CCCCC2)cs1 | 17.2 | -10.1 | 4.4 | 3.0 | 0.7 | 0.3 | 2.8 | -0.1
O=C(NC1CCCCC1)N1CCN(S(=O)(=O)c2ccc(F)cc2)CC1 | -6.8 | 8.1 | 3.2 | 4.8 | 0.2 | 1.0 | 2.0 | -0.6
COc1ccc(C(=O)Nc2ncccc2C)cc1S(=O)(=O)N1CCCc2ccccc21 | -12.6 | 20.5 | -3.8 | 5.7 | -0.4 | -2.2 | -0.3 | 0.2
O=C1N[C@@H](Cc2ccccc2)COC(=O)[C@H](Cc2ccc(F)cc2)C/C=C\C[C@@H]1CC(=O)N(CCO)Cc1ccccc1 | -8.1 | 26.2 | -8.4 | 21.6 | -5.6 | 33.5 | 0.2 | -1.4
CCCOCCOC(=O)C1=C(C)NC(=O)NC1c1cc(Cl)c(O)c(OC)c1 (stereo not given) | -2.0 | -11.8 | -9.4 | 1.1 | 1.4 | -7.3 | -3.0 | -0.3
COc1ccc(CCNC(=O)c2ccc3ccccc3n2)cc1OC | -1.7 | 10.0 | -7.1 | -8.2 | 0.0 | -5.6 | -2.3 | 1.3
COc1ccccc1NC(=O)COC(=O)Cc1ccc(S(=O)(=O)N2CCCCC2)s1 | -6.2 | -19.5 | -6.3 | -7.1 | -6.2 | -16.9 | -1.3 | 0.1
CC(OC(=O)Cc1coc2cc3c(cc12)CCC3)C(=O)NCc1ccc2c(c1)OCO2 (stereo not given) | 2.8 | 26.5 | -6.0 | 8.5 | -11.0 | -5.9 | -3.9 | 3.2
COc1cc(NC(=O)[C@@H](NC(=O)N2CCn3c2nc2ccccc23)C(C)C)cc(OC)c1 | -17.4 | -6.9 | -1.8 | 5.8 | -7.0 | 17.6 | -2.6 | 0.7
COC(=O)c1cc(Br)c(=O)n(-c2cccc(F)c2)c1 | -16.1 | 4.9 | -1.7 | 0.3 | 2.4 | -5.3 | -1.3 | 2.1
Cc1ccc(Cl)cc1N1CCN(C(=O)c2cc3c(=O)[nH]c4ccccc4c3n2C)CC1 | 14.4 | 10.2 | -4.3 | -7.1 | -2.5 | 72.9* | -1.6 | 56.6*
COc1ccccc1CNC(=O)c1ccc(CS(=O)Cc2cccc(Cl)c2)o1 (stereo not given) | 3.3 | 12.3 | -6.9 | 4.3 | 2.1 | -1.1 | -4.8 | -0.6
CO[C@@]12[C@@H]3N[C@@H]3CN1C1=C(C(=O)C(N)=C(C)C1=O)[C@@H]2COC(N)=O | 35.5 | -12.2 | / | -13.9 | -0.1 | -18.0 | / | -0.6
COc1ccc(N2CCN(CCCNS(=O)(=O)c3ccc4c(c3)oc(=O)n4C)CC2)cc1 | -17.0 | 11.3 | 0.1 | -9.1 | 7.0 | -10.4 | 1.6 | -1.4
Cc1onc(-c2ccccc2)c1C(=O)N1CCc2ccccc21 | -0.7 | 10.3 | -4.8 | 9.4 | -2.7 | -6.0 | 0.1 | 0.8
COc1ccc(S(=O)(=O)NNC(=O)c2ccc(-n3c(C)ccc3C)cc2)cc1 | -7.9 | 10.7 | 0.4 | 0.8 | -1.5 | -3.7 | -1.0 | 0.6
Cc1ccc(CNc2cnn(C34CC5CC(CC(C5)C3)C4)c(=O)c2Cl)cc1 | 8.8 | 12.6 | -9.2 | 0.9 | -1.5 | 0.2 | 1.9 | 14.2
COc1ccccc1C(c1nnnn1C(C)(C)C)N1CCN(C(=O)c2ccco2)CC1 (stereo not given) | -6.8 | 18.6 | -4.8 | 1.5 | -1.1 | -4.4 | 1.0 | -1.1
CCOC(=O)CNC(=O)CSc1nc(-c2ccc(C)cc2)ns1 | -18.2 | -9.9 | 6.5 | -6.4 | 1.4 | 2.9 | 8.7 | -5.8
O=C(O)c1ccc(Cl)c(S(=O)(=O)N(Cc2ccccc2)c2ccccc2Cl)c1 | -0.3 | 8.8 | 4.2 | -3.9 | 6.8 | 2.4 | 0.1 | 3.3
Cc1cccnc1NC(=O)c1ccc(S(=O)(=O)NCc2ccco2)cc1 | -16.6 | 10.9 | 2.9 | -9.1 | 2.6 | -6.8 | 0.2 | 0.2
FC(F)(F)c1ccc(-c2noc(CN3CCCN(C4CCCCC4)CC3)n2)cc1 | 1.1 | 7.1 | -5.3 | -1.6 | -1.3 | -6.2 | -7.0 | 8.1
CN(c1cccc(NC(=O)Cc2ccccc2)c1)S(C)(=O)=O | -20.3 | 1.7 | 1.6 | 6.5 | -0.5 | 1.2 | 4.8 | -0.1
C#CCn1c(=NC(=O)CN2C(=O)CCC2=O)sc2cccc(C)c21 | -3.0 | -2.0 | 1.2 | -7.1 | -1.6 | -7.5 | -3.3 | -0.8
O=C(O)CC1(CC(=O)Nc2ccccc2N2CCOCC2)CCCC1 | -15.1 | -7.6 | -9.2 | 4.8 | -0.6 | 5.5 | -2.3 | -0.5
O=C(CCN1CCOCC1)NNC(=O)Nc1cccc([N+](=O)[O-])c1 | -8.0 | -0.5 | -6.1 | -2.5 | -1.0 | -4.1 | -2.0 | -0.3
Cc1ccc(C(=O)N/N=C/C=C/c2ccccc2)cc1 | 12.2 | 0.2 | -5.4 | 5.2 | -35.2 | 4.6 | -2.2 | 0.3
O=C(NNc1nc2ccccc2nc1C(F)(F)F)c1ccccc1 | 2.8 | 7.4 | -8.4 | 6.4 | -1.1 | 0.3 | -5.2 | -1.9
Cc1cc(/C=C2\SC(=S)NC2=O)c(C)[nH]1 | -1.2 | 25.0 | 28.4 | 13.5 | -0.9 | -1.5 | 30.4 | 2.6
O=C(COC(=O)CCC(=O)c1cccs1)Nc1ccc(F)c(F)c1F | 0.9 | -0.6 | -3.0 | 1.3 | -1.2 | -12.8 | -2.8 | -0.1
S=c1[nH]nc(-c2cccnc2)n1-c1ccccc1 | -2.5 | -17.0 | 10.2 | 3.7 | -0.7 | -5.5 | -5.8 | -0.3
Oc1ccc(/C(Cc2ccccn2)=N\Nc2ccccc2)c(O)c1 | 3.2 | 3.6 | -1.7 | 5.6 | 5.1 | -7.5 | 1.5 | -7.3
CN(CC(=O)NCc1ccccn1)S(=O)(=O)c1ccc(Br)cc1 | -0.9 | 6.8 | -5.1 | -9.6 | -0.9 | 4.3 | -1.1 | 0.5
O=C1C2C3C=CC(O3)C2C(=O)N1N=Cc1ccc2c(c1)OCO2 (stereo not given) | -52.1 | 8.0 | / | -3.1 | 2.9 | -4.6 | / | -1.8
C=CCn1c(-c2ccccc2[N+](=O)[O-])n[nH]c1=S | 1.5 | -5.2 | 9.7 | -7.7 | -0.5 | 8.1 | -4.4 | -0.8
Cc1nn(C)c(C(=O)N2CCN(C(=O)c3ccco3)CC2)c1[N+](=O)[O-] | -5.2 | 3.3 | -6.9 | 0.8 | -1.3 | 1.6 | -1.1 | -1.4

Full records as entered above. Values in the order: Gli-Sufu antag | CCR6 antag | A3G deaminase | CXCR6 block | NR3A LBD binder | EBI2 antag | APOBEC3A inh | MPTP inh
Shown for C#CCn1c(=NC(=O)CN2C(=O)CCC2=O)sc2cccc(C)c21 : -3.0 | -2.0 | 1.2 | -7.1 | -1.6 | -7.5 | -3.3 | -0.8
Shown for S=c1[nH]nc(-c2cccnc2)n1-c1ccccc1 : -2.5 | -17.0 | 10.2 | 3.7 | -0.7 | -5.5 | -5.8 | -0.3
Shown for O=C(CCN1CCOCC1)NNC(=O)Nc1cccc([N+](=O)[O-])c1 : -8.0 | -0.5 | -6.1 | -2.5 | -1.0 | -4.1 | -2.0 | -0.3

Source: PubChem
